Screens: PubChem, Sanford-Burnham Center for Chemical Genomics
XBP1 UPR activ – adaptive UPR (XBP1) activation | CHO-XBP1 luciferase reporter, IRE1-XBP1 UPR activation, luminescence; percent of tunicamycin response, DMSO as zero | activation, % at 20 µM | hit rate 0.33% among 330,000 | AID 463104;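 active means versus positive control, 20 µM dose yields 30% or more activation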;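 further: 100% = tunicamycin at 10 µg/mL and 0% = DMSO only wells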
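Material: CHO cell line with stable XBP1 luciferase reporter; buffer or medium: F12 medium containing 10% fetal bovine serum; compound: single point, 20 µM final compound, 1% DMSO; incubation: 6 h treatment, 37 °C; measured by: glow luminescence from Steady-Glo reagent; evaluation: activation, % of tunicamycin; control set: tunicamycin high, DMSO low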
Jurkat NFkB inh – inhibitors of the PMA/ionomycin-induced NF-kB reporter in Jurkat cells; PMA/ionomycin-induced NF-kB luciferase reporter, luminescence; inhibition, % at 4 µM; hit rate 0.53% among 330,000; AID 435003; in the data active means inhibition above about 50%
CCR6 antagonist – CCR6 (human) receptor antagonism. AID 493098. inhibition, % at 20 µM. CHO-K1 CCR6 PathHunter beta-arrestin, luminescence, CCL20-stimulated. hit rate 0.49% among 340,000. P51684;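 active means compounds whose inhibition of the agonist-driven luminescence signal at 20 µM reaches about 50%, limit read from the data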;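 further: cells stimulated with CCL20 at 14 nM final; plate controls were DMSO with CCL20 for no effect and DMSO without agonist for full effect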
UPR CHOP act – apoptotic UPR (CHOP) activation; activation, % at 10 µM; hit rate 0.34% among 330,000; CHO-CHOP luciferase reporter, luminescence; percent of tunicamycin response over DMSO baseline; AID 449763;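 active means at 10 µM dose, activation of 40% or more, normalized to positive control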;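 further: 100% = tunicamycin at 10 µg/mL and 0% = DMSO alone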
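Test system: CHO-CHOP cells, stable luciferase reporter of PERK-eIF2a-CHOP signalling | Quantity: 500 CHO-CHOP cells per well | Buffer or medium: F12 plus 10% serum | Compound dosing: 10 µM single point, 0.5% DMSO | Schedule: 6 h compound treatment, 37 °C | Signal: Luciferase luminescence | Control set: Tunicamycin high control, DMSO low control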
Gli-Sufu antag – antagonists of Gli-Sufu signaling. Sufu-KO-LIGHT fibroblasts, Gli luciferase reporter luminescence. inhibition, % at 5 µM. hit rate 0.74% among 340,000. AID 588413;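 active means inhibition above about 55%, limit read from the data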;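 further: 0% = DMSO-treated cells and 100% = wells with medium but no cells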
697 NFkB inh – lowers PMA/ionomycin-induced NF-kB signal in 697 B cells. hit rate 0.33% among 330,000. 697 B-cell NF-kB luciferase reporter, 16 h. AID 435022. inhibition, % at 4 µM; in the data active means inhibition above about 35%
EBI2 antag – EBI2 (human) antagonism | P32249 | EBI2 beta-arrestin recruitment, luminescence, 7a,25-OHC stimulated | inhibition, % at 5 µM | hit rate 0.81% among 360,000; in the data active means inhibition above about 38%;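 further: enzyme fragment complementation signal reports receptor beta-arrestin coupling in cells; 0% = agonist plus DMSO wells and 100% = wells without agonist; some results beyond the cut were filed as inactive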
Mdm2-MdmX inh – inhibitors of human Mdm2/MdmX interaction. SaOS-2 split-luciferase Mdm2/MdmX complementation, luminescence. inhibition, % at 8 µM. hit rate 3% among 330,000;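 active means inhibition of at least 50% at 8 µM in the primary screen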
Target sequence (O15151 whole entry, looked up): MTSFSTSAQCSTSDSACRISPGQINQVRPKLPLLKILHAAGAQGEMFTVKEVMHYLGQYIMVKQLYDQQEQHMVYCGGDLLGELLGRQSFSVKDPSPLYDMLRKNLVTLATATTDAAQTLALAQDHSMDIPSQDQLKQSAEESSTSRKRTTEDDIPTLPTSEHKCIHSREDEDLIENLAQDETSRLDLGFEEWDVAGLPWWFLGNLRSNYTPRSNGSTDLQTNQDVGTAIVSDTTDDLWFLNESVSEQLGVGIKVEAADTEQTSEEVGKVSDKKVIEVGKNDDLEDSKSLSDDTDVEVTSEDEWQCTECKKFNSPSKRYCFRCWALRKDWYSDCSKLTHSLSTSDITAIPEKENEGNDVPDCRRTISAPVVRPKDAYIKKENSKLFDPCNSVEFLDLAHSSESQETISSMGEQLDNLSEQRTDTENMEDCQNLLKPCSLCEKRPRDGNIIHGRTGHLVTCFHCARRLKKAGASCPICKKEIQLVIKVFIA
Target sequence (Q00987 whole entry, looked up): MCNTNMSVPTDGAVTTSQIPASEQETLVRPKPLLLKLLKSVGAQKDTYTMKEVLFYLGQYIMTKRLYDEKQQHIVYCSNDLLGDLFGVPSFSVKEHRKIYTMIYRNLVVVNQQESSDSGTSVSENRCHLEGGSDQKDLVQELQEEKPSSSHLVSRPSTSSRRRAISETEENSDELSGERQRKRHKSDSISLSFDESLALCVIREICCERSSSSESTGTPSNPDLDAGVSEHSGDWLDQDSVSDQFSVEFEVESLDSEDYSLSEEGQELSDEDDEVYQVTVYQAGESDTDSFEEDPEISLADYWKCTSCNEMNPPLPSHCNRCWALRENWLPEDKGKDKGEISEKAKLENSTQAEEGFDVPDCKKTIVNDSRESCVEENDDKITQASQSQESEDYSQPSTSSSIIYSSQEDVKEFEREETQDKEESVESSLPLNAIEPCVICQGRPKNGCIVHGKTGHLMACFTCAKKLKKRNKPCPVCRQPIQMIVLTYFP
CXCR6 inh – inhibitors of human CXCR6 receptor; O00574; CHO-K1 PathHunter CXCR6 beta-arrestin, luminescence; inhibition, % at 20 µM; hit rate 0.36% among 360,000; AID 602244; in the data active means inhibition above about 34%, passing the limit was not always enough;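 further: antagonist mode with CXCL16 agonist at 10 nM final; 0% = 10 nM CXCL16 with DMSO and 100% = unstimulated wells without agonist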
Active calls of the source: *; x = no result given.

smiles	XBP1 UPR activ	Jurkat NFkB inh	CCR6 antagonist	UPR CHOP act	Gli-Sufu antag	697 NFkB inh	EBI2 antag	Mdm2-MdmX inh	CXCR6 inh
CC[C@]12c3[nH]c4cc(-c5ccco5)ccc4c3CCN1C(=O)[C@@H](CC(=O)NC/C=C(\C)CCC=C(C)C)C[C@@H]2C(=O)N1CCN(C(=O)c2ccco2)CC1	9	x	7	18	32	-23	18	56*	17
CCOc1ccc(N2CC(O)=C(c3nc4ccccc4c(=O)[nH]3)C2=N)cc1	-2	16	1	-0.7	-1	18	-11	-17	1
CC1C(=O)Nc2ccc(S(=O)(=O)N3CCc4ccccc4C3)cc2NC1=O (stereo unspecified)	-7	28	2	-1.1	-3	-3	-1	-14	-4
O=C(CC1C(=O)NCCN1Cc1cccc(Oc2ccccc2)c1)NCCc1ccccn1 (stereo unspecified)	-1	-1	5	0.8	0	5	-8	7	-2
COc1ccccc1CNC(=O)CN1C(=O)NC2(CCCc3ccccc32)C1=O (stereo unspecified)	-5	-1	4	-0.5	-1	11	-8	-1	5
COc1ccccc1N1CCN(C(=O)C2CC2)CC1	0	-8	-6	0.0	4	-7	0	16	0
O=c1cc(N2CCc3ccccc3C2)[nH]c(=O)n1-c1ccc(Br)cc1	0	14	13	-0.1	3	24	2	20	0
O=C(O)c1ccc(NC(=S)NC(=O)c2cccc(COc3ccccc3)c2)cc1	8	4	26	-2.8	-3	-41	0	7	13
N#CCCN1CCN(CCC#N)c2ccccc21	x	x	-1	x	-4	x	-19	x	-6
O=C1c2ccccc2C(Nc2ccc3c(c2)OCCO3)N1c1ccc(Cl)cn1 (stereo unspecified)	-3	-10	13	0.9	-16	-18	0	-15	10
CC(=O)c1ccc(CCCCCCCCCC(=O)O)s1	-5	8	14	-1.1	-16	16	-6	10	-9
Cc1ccc(C2=NN(CC(=O)NCCN(C)C)C(=O)CC2)cc1	-4	2	-2	1.3	14	5	-2	-7	0
CNC(=O)/C(C#N)=C\c1ccc(CNS(=O)(=O)c2ccc(Cl)cc2)o1	-4	7	-4	1.2	0	17	-2	-7	-7
CN(c1ccc(F)cc1)S(=O)(=O)c1ccc(Cl)c(C(=O)OCC(=O)NCc2ccco2)c1	-6	-1	-2	0.0	-4	-3	11	19	-6
COC(=O)C1=C(C)N(Cc2ccc(OC)c(OC)c2)C(=O)C1	-2	-6	-19	-1.4	-4	3	1	24	1
O=c1c2ccccc2nc(SCc2cn3ccsc3n2)n1-c1ccc(F)cc1	9	12	31	-1.1	-3	17	15	35	18
COc1ccc(OCc2nnc(SCC(=O)N(C)Cc3ccccc3)n2N)cc1	-1	0	10	2.6	-2	3	15	-9	0
C#Cc1ccc(CN2CCCC(C(=O)Nc3ccccc3Oc3cccnc3)C2)cc1 (stereo unspecified)	-5	0	11	-0.5	-8	2	-1	-7	5
Cc1ccc(N(CC(=O)NC2CCCC2)C(=O)c2c(C)noc2C)cc1C	1	-12	0	-2.5	11	0	16	5	0
Cc1ccc(Nc2nc(N)nc(CSC(=S)N3CCN(c4ccccc4)CC3)n2)cc1	-2	10	-4	1.6	6	-30	-4	26	-2

Structural class: the compounds so far containing an aryl thioether with sulfur outside any ring.
smiles	XBP1 UPR activ	Jurkat NFkB inh	CCR6 antagonist	UPR CHOP act	Gli-Sufu antag	697 NFkB inh	EBI2 antag	Mdm2-MdmX inh	CXCR6 inh
O=c1c2ccccc2nc(SCc2cn3ccsc3n2)n1-c1ccc(F)cc1	9	12	31	-1.1	-3	17	15	35	18
COc1ccc(OCc2nnc(SCC(=O)N(C)Cc3ccccc3)n2N)cc1	-1	0	10	2.6	-2	3	15	-9	0

The list goes on.
smiles	XBP1 UPR activ	Jurkat NFkB inh	CCR6 antagonist	UPR CHOP act	Gli-Sufu antag	697 NFkB inh	EBI2 antag	Mdm2-MdmX inh	CXCR6 inh
CCOc1ccc2[nH]c(SCC(=O)OC)c([N+](=O)[O-])c2c1	-2	13	42	-2.1	4	4	-3	-5	25
COc1cccc(Nc2cc(C)c3ccccc3n2)c1	7	-20	-4	2.7	-28	-46	16	-16	-3
Cc1ccccc1NC(=O)Cc1nnc(SCC(=O)NC2CCCC2)n1C	2	8	10	-0.6	-8	8	-4	8	5
COc1ccc(C(=O)Nc2ccc(/C(C)=N/NC(=O)c3ccccc3O)cc2)cc1OC	1	-14	-13	2.2	-11	-15	-4	6	7
CCn1c2ccc(CC(=O)O)cc2c2cc(CC(=O)O)ccc21	-1	12	-2	0.9	5	9	-10	-9	-9
O=C(O)c1ccc(NCCc2ccc(Cl)cc2)c([N+](=O)[O-])c1	-5	-14	24	-1.9	-5	12	-1	14	22
CCc1nc(N2CCN(C(=O)c3ccccc3)CC2)c2c3c(sc2n1)CCCC3	-1	-13	-2	-2.7	-7	-21	10	22	5
Cc1noc(NC(=O)c2c(-c3c(Cl)cccc3Cl)noc2C)c1[N+](=O)[O-]	-1	-4	14	1.3	6	-25	0	10	-4
C/C(=N/NC(=O)c1ccoc1C)c1ccc(NC(=O)C2CCCC2)cc1	3	-30	4	2.0	44	-31	-21	22	-13
COc1cc(CN2CCC(C(=O)NCCC(C)C)CC2)ccc1OCc1ccccc1	-2	-94	21	9.9	13	-17	-3	-13	10
COc1ccc(NC(=O)c2cc(S(=O)(=O)N3CCOCC3)cn2C)cc1Cl	-2	0	1	2.4	-14	14	10	-12	-1
CCc1ccc(-c2csc(NC(=O)C3CC(=O)N(c4ccc5c(c4)OCCO5)C3)n2)cc1 (stereo unspecified)	-4	9	-10	1.9	7	-2	4	29	-1
O=C(O)CC12CC3CC(C1)CC(n1ncc(NCc4ccc5c(c4)OCO5)c(Cl)c1=O)(C3)C2	-2	4	x	-0.2	x	6	x	25	x
CC1(c2ccccc2)NC(=O)N(CC(=O)Nc2nnc(C3CC3)s2)C1=O (stereo unspecified)	-4	4	-2	1.0	-2	3	-6	-4	-5
Cc1ccc(NC(=O)CSc2nc(-c3ccco3)nc3cc(=O)[nH]n23)c(Cl)c1	2	8	8	4.0	-7	-41	-2	5	3
CCN(CC)S(=O)(=O)c1cc(NC(=O)COC(=O)C2CCC2)ccc1C	-4	-3	-6	-0.5	3	17	-17	9	-4
Cc1ccc(CNC(=O)c2nccnc2C(=O)O)cc1	-4	3	6	0.7	12	8	-14	5	-12
C/C(=N\Nc1ccc(S(=O)(=O)N2CCCCC2)cn1)c1cccc(Br)c1	1	-6	11	2.2	x	8	9	42	9
Cc1cc(-c2ccc(S(=O)(=O)NCc3ccc(F)cc3)cc2)on1	-4	4	4	-0.1	-8	-9	8	35	1
Cc1ccc(S(=O)(=O)N2CCOCC2)cc1C(=O)OCC(=O)NC1CCS(=O)(=O)C1 (stereo unspecified)	-1	-11	-1	0.6	-9	15	-3	6	-10
CN(c1ccc(OCC(=O)OCC(=O)Nc2ccccc2)cc1)S(=O)(=O)c1ccc(F)cc1	-2	9	-9	2.0	-2	15	-8	18	4
Cn1c(=O)c2sccc2n2c(CCCC(=O)NCc3ccc4c(c3)OCO4)nnc12	x	x	-6	x	9	x	-8	x	-2
O=C(NCCc1ccc2c(c1)OCCO2)c1cc(F)cc(F)c1	-2	0	9	3.8	18	-43	9	-15	-2
O=S(=O)(CCNCc1cccs1)c1ccc(Cl)cc1	-1	9	5	6.3	8	10	-19	-17	10
S=C(Nc1ccccc1)Nc1ccc(Br)cc1	0	4	5	5.0	5	2	-7	14	-5
Cc1ccc(S(=O)(=O)Nc2ccc(=O)n(Cc3ccc(Cl)c(Cl)c3)c2)cc1	-1	-2	-4	0.4	5	2	10	16	-3
O=C(CSc1nc(-c2ccccc2)cs1)NCc1ccco1	-3	-21	15	4.3	-2	-3	10	14	2
O=C(Nc1ccccc1)NC1CCN(Cc2nnnn2C2CCCCC2)CC1	-1	-3	2	-2.5	1	19	3	7	4
CCC(C)NC(=O)COC(=O)c1oc2ccccc2c1CSc1ccc(Cl)cc1 (stereo unspecified)	2	-1	17	1.1	-3	-23	-8	-3	-4
COc1ccc(S(=O)(=O)N2CCN(CC(=O)Nc3cccc(OC)c3)CC2)cc1	-6	17	-3	1.5	2	-12	4	0	-4
O=C1C=C(c2cccc3c2oc2ccccc23)C[C@@H](c2ccc(F)cc2)C1	-1	-4	4	1.6	-8	3	76*	-27	-2
O=C(O)c1ccc(CSc2nnc(-c3ccco3)o2)cc1	-3	0	4	-0.6	1	16	0	13	-4
COc1ccc(-c2nc(C(N)=O)c3[nH]c(=O)n(-c4cccc(Cl)c4)c3n2)cc1OC	x	x	10	x	13	x	9	x	3
CCOC(=O)c1c(NC(=S)Nc2ccc(C)cc2)sc2c1CCC2	0	-18	22	1.6	-2	-16	5	-11	8
COc1cc(OC)c(CN2CCC(CO)(CCOc3ccccc3)CC2)c(OC)c1	-2	2	10	-1.6	27	-33	-4	-1	7
Cc1ccc(C)c(N2CCN(CCN3CCCCC3)CC2)c1	0	-7	7	1.1	6	-3	-9	31	-1
CCN1CCN(C(=O)Cn2ncc3c([nH]c4ccccc43)c2=O)CC1	-1	1	10	0.6	2	-1	-13	27	2
Cc1ccc2[nH]c(=O)c(CN(Cc3cccnc3)C(=S)NCCCN(C)C)cc2c1	-1	-1	1	0.5	23	-3	-14	-5	-6
O=[N+]([O-])c1ccc2c(c1)CCN2	x	x	8	x	-38	x	-4	x	-13
CCCCOC(=O)C(C#N)c1nc2ccccc2nc1N1CCOCC1 (stereo unspecified)	1	16	21	1.4	3	1	-8	8	4
Cc1cc(C)nc(NS(=O)(=O)c2ccc(N3Cc4ccccc4C3=O)cc2)n1	-1	7	-8	3.1	-27	14	9	1	-5
COc1ccc(NC(=O)C(=O)Nc2cccc3ccccc23)c(OC)c1	-2	-19	11	3.0	-7	2	25	-13	-7
O=C(Nc1ccncc1)c1sc2ccccc2c1Cl	0	-21	-14	2.9	-18	9	-8	-66	-11
Cc1cccc(N2C(=O)C(Cl)=C(Nc3c(C)n(C)n(-c4ccccc4)c3=O)C2=O)c1C	-2	4	12	3.1	4	18	2	7	4
Cc1ccc(Nc2nc(-c3ccncc3)cs2)cc1	-3	-141	-7	5.2	-48	-94	27	-79	-5
CC(C)c1csc(CN2CCC(CO)(Cc3cccc(F)c3)CC2)n1	3	4	10	-2.6	6	3	-17	5	-4
CCOC(=O)C1(CCOc2ccccc2)CCN(Cc2cc(OC)cc(OC)c2)CC1	-7	23	8	0.2	48	-9	21	6	-1
COc1ccccc1N1CCN(C(=O)COc2ccc(Cl)cc2)CC1	1	-14	0	6.4	5	-39	81*	-5	-1
O=C(CCSCCc1ccncc1)NCCCN1CCOCC1	-3	-21	-22	0.5	-20	4	-1	-13	-22
Cc1nn(-c2ccccc2)c2c1C(c1ccc(Br)s1)C(C#N)=C(N)O2 (stereo unspecified)	x	x	25	x	-3	x	17	x	1
O=C1OCCN1C(=O)[C@H]1[C@H](c2ccc([N+](=O)[O-])cc2)C(c2ccc(F)cc2)=NN1c1ccc(Br)cc1	-2	x	15	2.4	50	-6	13	36	4
O=C(Cc1ccc(Cl)cc1)Nc1ccc(Br)cc1	5	-12	9	2.9	-22	-16	7	-14	1
Cc1ccccc1NC(=O)NCc1cccnc1	-1	-16	-10	-0.6	3	11	-3	3	-5
